# Screening results from PubChem BioAssay.
# Growth percent in the NCI-60 one-dose screen (48 h, 10 µM unless noted): 100 = growth as untreated, 0 = no growth, -100 = all killed.
# PC-3 – PC-3 prostate cancer cells; hit rate 3.9% among 80,000; AID 1794754
# SNB-19 – SNB-19 CNS cancer cells; hit rate 2.5% among 81,000
# SF-268 – SF-268 CNS cancer cells; hit rate 3.1% among 82,000; AID 1794759
# U251 – U251 CNS tumor cells | hit rate 5.4% among 80,000
# DU-145 – DU-145 prostate cancer; AID 1794760; hit rate 4.2% among 81,000
# SF-539 – SF-539 CNS cancer. hit rate 6.8% among 81,000
# OVCAR-8 – OVCAR-8 ovarian cancer | hit rate 4.4% among 81,000 | AID 1794782
# SF-295 – SF-295 CNS cancer cells | hit rate 5.6% among 79,000 | AID 1794758
# * = called active by the depositor; x = not tested or not shown; & = joins results of further samples; [ ] = another dose, or the depositor's remark. Rule for the calls: active = growth percent below 10; inactive = the rest.
SMILES,PC-3,SNB-19,SF-268,U251,DU-145,SF-539,OVCAR-8,SF-295
COc1ccc(-c2cnoc2-c2ccc(OC)cc2O)cc1,53,42,40,26,31,20,51,27
COc1ccc(-c2nn(C(=O)NCCN3CCN(C(C)=O)CC3)cc2-c2ccncc2)cc1Cl,87,63,52,69,75,38,24,73
CCc1cc2c(c3ccc(C(=O)CBr)cc13)CCCC2,96,108,92,95,107,98,105,105
CCCCc1nc(Cl)c(CO)n1Cc1ccc(-c2ccccc2-c2nn[nH]n2)cc1,93,110,115,98,110,100,103,100
Nc1ccc(C(=O)C(=O)c2ccc(N)cc2)cc1,96,104,118,121,125,102,108,101
O=C(O)c1cn(C2CC2)c2cc(N3CCN(Cc4nc5c(cnn5-c5ccccc5)c(=O)[nH]4)CC3)c(F)cc2c1=O,98,101,93,104,111,99,105,102
CCCOC(=O)N[C@H]1CCc2c(Cl)c(OC)c(OC)c(OC)c2-c2ccc(SC)c(=O)cc21,24,31,25,23,3.0*,3.2*,22,17
COc1cc(/C=N/Nc2ccccc2Cl)cc(OC)c1OC,55,91,96,86,96,98,99,79
C=C(C)[C@@H]1CC[C@]2(C(=O)OC)CC[C@]3(C)[C@H](CC[C@@H]4[C@@]5(C)C/C(=C/c6ccccc6)C(=O)C(C)(C)[C@@H]5CC[C@]43C)[C@@H]12,86,93,95,95,105,96,98,100
c1ccc(-n2cccc2)cc1,99,99,96,104,102,118,99,104
CC1=NN(c2cccc(Cl)c2)C(=O)/C1=C\c1cn(Cc2ccccc2)c2ccc(Br)cc12,86,106,104,97,117,103,99,91
NC(=O)c1[nH]ncc1NCc1ccccn1,123,112,109,102,118,109,109,105
Brc1ccc(-c2[nH]ncc2-c2c[nH]c3ccccc23)cc1,77,97,89,94,108,93,96,96
COc1cc(CCC(=O)NCC(=O)NNC(C)C)cc(OC)c1OC,104,111,109,103,124,111,104,73
COc1ccc(NC(=O)c2cc(OC)c3c(c2)OCO3)cc1O,87,94,100,93,101,101,101,87
Cc1ccc(-c2cnc3nonc3n2)cc1,69,103,82,87,97,82,80,99
O=C(O)Cn1cnc2c(=S)nc[nH]c21,x,x,100,108,105,101,96,96
O=C(/C=C/C(=O)Nc1ccc(F)cc1F)Nc1ccc(F)cc1F,95&105,95,116,104,104&113,95&102,106&103,90
O=C1C=CC(=O)N1c1ccc([N+](=O)[O-])cc1,101&96,110&109,108&109,101&98,119&115,108&95,105&99,106&100
CC[N+](C)(C)CCOc1nc2c(c(=O)n(C)c(=O)n2C)n1C,89,104,100,95,110,x,98,95
Nc1nc2c(ncn2-c2ccccc2)c(=O)[nH]1,99,103,111,101,123,107,100,130
CC(=O)OCC1OC(n2ccc(-n3cncn3)nc2=O)CC1N=[N+]=[N-] (stereo unspecified),96,97,101,x,106,102,94,97
CN1CC(c2ccc(Br)cc2)C(C(=O)c2cccc(O)c2)C12C(=O)c1ccccc1C2=O (stereo unspecified),98,100,98,104,110,99,101,103
CCCNC(C)(C)COC(=O)c1ccccc1,102,107,98,100,114,99,99,106
CCOC(=O)c1nn(C2CCCCO2)c2ccc(NC(=O)COc3cccc4cccnc34)cc12 (stereo unspecified),109,99,107,100,101,90,101,102
Cc1onc(-c2c(Cl)cccc2Cl)c1C(=O)Oc1ccc(-c2ccc(OC(=O)c3c(-c4c(Cl)cccc4Cl)noc3C)cc2)cc1,90,95,97,x,106,100,102,103
CCOC(=O)C(CC)(C(=O)OC)c1ccccc1 (stereo unspecified),98,101,100,96,108,104,102,104
COc1ccc(NC(=O)CSc2nnc(-c3ccc(-c4nc5ccc(Cl)cc5[nH]4)cc3)o2)cc1OC,111,102,98,100,104,99,113,102
CCc1ccc(Oc2cn[nH]c2-c2ccc(OCc3ccc(Cl)cc3)cc2O)cc1,79,111,92,90,94,103,x,101
C=CCn1c(SCC(=O)c2ccc(Cl)cc2)nnc1-c1ccc(OC)cc1,93,92,99,97,100,100,97,105
c1ccn2nnnc2c1,98,106,101,93,103,95,105,101
Cn1cc(-c2csc(-c3ccc(Cl)cc3)n2)c2cccnc21,-17*[100 µM],-42*[100 µM],-34*[100 µM],4.9*[100 µM],-71*[100 µM],-64*[100 µM],14[100 µM],-20*[100 µM]
O=[N+]([O-])c1ccc2c(c1)-c1ccccc1/C2=N\O,84,89,88,89,97,97,90,96
O=C(CCSc1nc2sc3c(c2c(=O)n1Cc1ccccc1)CCCC3)N1CCN(c2ccccc2)CC1,64,100,94,97,107,94,97,91
CC1(/C=C/c2ccc(-c3ccccc3)cc2)CCn2cnc3ncnc(c32)N1O (stereo unspecified),42,27,17,25,21,1.2*,26,13
COc1ccc(CC(=O)NCCc2ccccc2)cc1OC,99,114,86,101,63,99,101,112
Nc1nc(-c2cccc([N+](=O)[O-])c2)c(N=Nc2ccccc2[N+](=O)[O-])s1,46,12,20,-79*,37,-73*,8.5*,27
COc1ccc([N+](=O)[O-])cc1C(F)(F)F,95,106,104,104,113,105,105,111
Cc1cccnc1NC(=O)C(C)c1ccc(Nc2ccnc(C(F)(F)F)c2)cc1 (stereo unspecified),89,x,104,100,118,101,97,87
COc1ccc(Oc2nc(Nc3ccc(N4CCOCC4)cc3)ncc2NC(=O)Cc2cc(OC)cc(OC)c2)cc1,92,106,105,97,114,98,99,103
O/N=C(/CSc1nnc(-c2cc(-c3ccccc3)nc3ccccc23)o1)c1ccccc1,75,97,99,93,97,103,94,97
O=C1C=CC(n2cc(F)c(=O)[nH]c2=O)O1 (stereo unspecified),93,79,86,82,61,8.8*,62,95
c1ccc2c(c1)ccc[n+]2CCCCC[n+]1cccc2ccccc21,76,104,100,102,100,99,98,83
CN(C)c1ccc2c(c1)OC(N)=C(C#N)C2c1ccc2c(c1)CCCN2C (stereo unspecified),27,33,49,20,26,-3.0*,31,-14*
O=C1Nc2ccccc2/C1=C/c1ccc(CO)n1Cc1ccccc1,89,94,96,98,103,102,96,98
O=C1[C@H]2CCCCCCCCC[C@H]1[C@]1(O)C[C@@H]2[C@H]2CO[C@@H]1O2,100,96,97,100,110,99,102,98
CC1CCCN(C2CCN(S(=O)(=O)c3ccccc3)CC2)C1 (stereo unspecified),103,97,103,100,107,100,101,x
CCN1C(=O)N(CC)C2C1NN=c1s/c(=C\c3cccc(F)c3)c(=O)n12 (stereo unspecified),25,35,58,29,5.6*,-9.5*,21,9.9*
CCOC(=O)C1C(C(=O)OCC)C2C(=O)C3C(C(=O)OCC)C(C(=O)OCC)C3C(=O)C12 (stereo unspecified),98,96,101,x,110,105,104,101
O=C(NCCNc1cc(-c2cn(-c3ccccc3)nc2-c2cccc(O)c2)ccn1)Nc1ccc(Cl)c(C(F)(F)F)c1,42,47,49,43,95,40,74,7.8*

# More structures
SMILES,PC-3,SNB-19,SF-268,U251,DU-145,SF-539,OVCAR-8,SF-295
Cc1ccc[n+](CC(=O)c2ccc(Br)cc2)c1,96,101,99,105,107,95,108,100
CCCCNC(=O)CC1=C(C)/C(=C/c2[nH]c(-c3ccc[nH]3)cc2OC)N=C1C,6.1*,67,27,29,35,28,21,15
COc1ccc(/C(C#N)=C/c2cccc(Cl)c2)cc1,71,104,97,84,104,91,89,95
O=[N+]([O-])c1ccc(CCc2ccc([N+](=O)[O-])cc2)cc1,96,98,101,93,111,97,103,94
CCSc1ccc(/C=C2\NC(=O)NC2=O)cc1,90,88,78,85,108,98,77,70
Cn1c(SCC(=O)NNc2ncnc3ccccc23)nc(-c2ccc(O)cc2)c(C#N)c1=O,100,103,108,112,115,98,109,100
COc1ccc(Nc2ccc(C(N)=O)c(NCCCNC(=O)C3CCC3)n2)cc1,86,92,76,64,55,67,92,95
CC(C)Cn1cnc2c3ccccc3nc(NCn3nc(-c4cc(Cl)cc(Cl)c4Cl)oc3=S)c21,86,111,110,99,115,95,98,100
O=[N+]([O-])c1ccc(NC(=S)NNC(=S)Nc2ccc(F)cc2)cc1,77,94,95,91,105,95,92,82
CCCCCCCCSCc1ccc(Nc2ccc(Nc3ccc(CSCCCCCCCC)cc3)cc2)cc1,88,113,111,97,125,113,98,115
COc1cc(-n2nc(C(=O)NCCCCCC(=O)O)nc2-c2ccccc2)cc(OC)c1OC,74,102,103,103,110,95,99,104
O=[N+]([O-])c1ccc(O)c(C=NCCN=Cc2cc([N+](=O)[O-])ccc2O)c1,97,101,102,106,115,93,103,105
C=CCn1c(SC/C(=N\O)c2ccccc2)nnc1-c1c[nH]c2ccccc12,90,93,107,95,106,97,99,88
NC(=O)c1c(Nc2ccc(Cl)cc2)nn2c(-c3ccc(Br)cc3)c(-c3nc4ccccc4s3)c(N)nc12,97,95,86,110,96,79,107,100
C[C@H](Nc1ncnc2ccc(-c3cnc(Cl)c(NS(C)(=O)=O)c3)cc12)c1ccccc1,2.2*,-44*,-3.0*,-53*,-2.8*,-43*,-26*,-26*
CC1(C)CCC(C)(C)c2cc(C(=O)O)ccc21,95,104,115,97,112,110,98,107
COc1ccc(C/C(C)=C(\c2ccc(Cl)cc2)c2ccc(OCCN3CCCC3)cc2)cc1,78,92,87,61,99,88,91,99
C=CCNC(=S)N/N=C/C=C/CCC,88,97,95,103,102,98,97,95
CN(C)c1ncnc2c1C(c1ccccc1)C(C)(C)O2 (stereo unspecified),91,99,105,x,108,98,107,96
O=c1c(-c2nc(-c3ccccc3)c(-c3ccccc3)[nH]2)coc2ccc(F)cc12,42,39,64,47,46,71,83,72

# Arranged by SMILES length (falling): 3 of the compounds above.
SMILES,PC-3,SNB-19,SF-268,U251,DU-145,SF-539,OVCAR-8,SF-295
O=[N+]([O-])c1ccc(O)c(C=NCCN=Cc2cc([N+](=O)[O-])ccc2O)c1,97,101,102,106,115,93,103,105
C=CCn1c(SC/C(=N\O)c2ccccc2)nnc1-c1c[nH]c2ccccc12,90,93,107,95,106,97,99,88
CN(C)c1ncnc2c1C(c1ccccc1)C(C)(C)O2 (stereo unspecified),91,99,105,x,108,98,107,96

# 19 entries from above, bar-delimited:
compound | PC-3 | SNB-19 | SF-268 | U251 | DU-145 | SF-539 | OVCAR-8 | SF-295
CCCCNC(=O)CC1=C(C)/C(=C/c2[nH]c(-c3ccc[nH]3)cc2OC)N=C1C | 6.1* | 67 | 27 | 29 | 35 | 28 | 21 | 15
COc1ccc(/C(C#N)=C/c2cccc(Cl)c2)cc1 | 71 | 104 | 97 | 84 | 104 | 91 | 89 | 95
O=[N+]([O-])c1ccc(CCc2ccc([N+](=O)[O-])cc2)cc1 | 96 | 98 | 101 | 93 | 111 | 97 | 103 | 94
CCSc1ccc(/C=C2\NC(=O)NC2=O)cc1 | 90 | 88 | 78 | 85 | 108 | 98 | 77 | 70
Cn1c(SCC(=O)NNc2ncnc3ccccc23)nc(-c2ccc(O)cc2)c(C#N)c1=O | 100 | 103 | 108 | 112 | 115 | 98 | 109 | 100
COc1ccc(Nc2ccc(C(N)=O)c(NCCCNC(=O)C3CCC3)n2)cc1 | 86 | 92 | 76 | 64 | 55 | 67 | 92 | 95
CC(C)Cn1cnc2c3ccccc3nc(NCn3nc(-c4cc(Cl)cc(Cl)c4Cl)oc3=S)c21 | 86 | 111 | 110 | 99 | 115 | 95 | 98 | 100
O=[N+]([O-])c1ccc(NC(=S)NNC(=S)Nc2ccc(F)cc2)cc1 | 77 | 94 | 95 | 91 | 105 | 95 | 92 | 82
CCCCCCCCSCc1ccc(Nc2ccc(Nc3ccc(CSCCCCCCCC)cc3)cc2)cc1 | 88 | 113 | 111 | 97 | 125 | 113 | 98 | 115
COc1cc(-n2nc(C(=O)NCCCCCC(=O)O)nc2-c2ccccc2)cc(OC)c1OC | 74 | 102 | 103 | 103 | 110 | 95 | 99 | 104
O=[N+]([O-])c1ccc(O)c(C=NCCN=Cc2cc([N+](=O)[O-])ccc2O)c1 | 97 | 101 | 102 | 106 | 115 | 93 | 103 | 105
C=CCn1c(SC/C(=N\O)c2ccccc2)nnc1-c1c[nH]c2ccccc12 | 90 | 93 | 107 | 95 | 106 | 97 | 99 | 88
NC(=O)c1c(Nc2ccc(Cl)cc2)nn2c(-c3ccc(Br)cc3)c(-c3nc4ccccc4s3)c(N)nc12 | 97 | 95 | 86 | 110 | 96 | 79 | 107 | 100
C[C@H](Nc1ncnc2ccc(-c3cnc(Cl)c(NS(C)(=O)=O)c3)cc12)c1ccccc1 | 2.2* | -44* | -3.0* | -53* | -2.8* | -43* | -26* | -26*
CC1(C)CCC(C)(C)c2cc(C(=O)O)ccc21 | 95 | 104 | 115 | 97 | 112 | 110 | 98 | 107
COc1ccc(C/C(C)=C(\c2ccc(Cl)cc2)c2ccc(OCCN3CCCC3)cc2)cc1 | 78 | 92 | 87 | 61 | 99 | 88 | 91 | 99
C=CCNC(=S)N/N=C/C=C/CCC | 88 | 97 | 95 | 103 | 102 | 98 | 97 | 95
CN(C)c1ncnc2c1C(c1ccccc1)C(C)(C)O2 (stereo unspecified) | 91 | 99 | 105 | x | 108 | 98 | 107 | 96
O=c1c(-c2nc(-c3ccccc3)c(-c3ccccc3)[nH]2)coc2ccc(F)cc12 | 42 | 39 | 64 | 47 | 46 | 71 | 83 | 72

# Further results follow.
SMILES,PC-3,SNB-19,SF-268,U251,DU-145,SF-539,OVCAR-8,SF-295
O=S(=O)(NCCCNc1nccc(-c2c(-c3ccccc3)nc3sccn23)n1)c1ccc(F)cc1,61,75,51,46,45,82,26,30
O=C(O)CCCCCCCCCCC1CCC(O)C1O (stereo unspecified),87,97,113,104,120,111,107,103
CCCC(=O)C[n+]1ccccc1,103,104,99,97,107,103,111,104
OC1(CCCc2ccccc2)CCNCC1,87,110,103,103,106,99,105,98
CCCCOc1nc2ccccc2cc1/C=C/C(=O)/C=C(O)/C=C/c1cc2ccccc2nc1OCCCC,94,104,106,105,120,112,99,109

# Compounds were not picked by outcome. Share with any hit: about 9.2%.
